Vif-A3G inh: qHTS for Inhibitors of Vif-A3G Interactions: qHTS; HeLa A3G-eYFP + Vif (tagged APOBEC3G with the HIV-1 protein that degrades it), YFP fluorescence, overnight; Potency, µM (doses to about 46.1 µM), for the others: top-dose activity, negative = active, hits mostly inhibitors; 410,000 tested, 0.076% active; AID 602310, 2012;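 note: % is set by controls: 0 for no effect and ±100 for the full control effect; nearly all actives have a fitted effect of over 60% in size; hits raise eYFP signal because A3G escapes Vif-driven loss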
Target sequence (Q9HC16 whole entry, looked up): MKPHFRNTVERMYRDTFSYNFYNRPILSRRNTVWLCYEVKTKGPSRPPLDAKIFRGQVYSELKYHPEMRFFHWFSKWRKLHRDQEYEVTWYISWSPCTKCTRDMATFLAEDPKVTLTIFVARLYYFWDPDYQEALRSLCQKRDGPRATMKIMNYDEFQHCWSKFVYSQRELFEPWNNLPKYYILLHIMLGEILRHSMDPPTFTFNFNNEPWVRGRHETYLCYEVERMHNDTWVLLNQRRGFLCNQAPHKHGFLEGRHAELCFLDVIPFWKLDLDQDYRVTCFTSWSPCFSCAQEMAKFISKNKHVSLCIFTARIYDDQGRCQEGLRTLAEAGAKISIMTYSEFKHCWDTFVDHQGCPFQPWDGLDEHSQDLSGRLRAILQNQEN
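Read-out is eYFP fluorescence (Ex 488/Em 500-530) from Vif-expressing HeLa A3G-eYFP cells; more signal means A3G escaped Vif-mediated degradation. Cells plated overnight, compound pinned in, incubated overnight at 37 deg C.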
Glioma ERSR ind: qHTS for Inducers of the Endoplasmic Reticulum Stress Response (ERSR) in Human Glioma: qHTS; 420,000 tested, 0.02% active; AID 602332, 2012; Potency, µM, for inactives: at the highest dose activation, hits mostly activators; U87-MG GRP78 promoter luciferase reporter, 16 h; note: series mostly up to about 76 µM; % of control where 0% means no effect; nearly all actives have a fitted effect of over 35% in size
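Stably transfected U87-MG human glioma cells carrying a GRP78-based luminescent sensor were seeded at 1000 cells/well, pin-dosed with compounds and incubated 16 h. Luciferase reagent was then added, and end-point luminescence was read after 10 min at room temperature.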
The depositor's hits bear a star; u = inconclusive. Calls come from the whole dose curve; as a rule, active = well fitted curve in the direction sought with a large enough effect; inconclusive = small, poorly fitted or top-dose-only effect, or another doubt; inactive = no such curve, though single readings can be large; an effect the other way counts as inactive or inconclusive. Potency is the fitted concentration of half-maximal effect.

SMILES	Vif-A3G inh	Glioma ERSR ind
COc1cccc(-c2cc(CNC(=O)[C@H]3O[C@@H](n4cnc5c(N)ncnc54)[C@H](O)[C@@H]3O)no2)c1	-1.1%	-5.3%
O=C(NCc1ccccc1)c1cc(C2COCCN2C(=O)c2ccc(Cl)cc2)on1 (stereo unspecified)	-3.3%	-4.5%
CCCNC(=O)C1(C)CCN(Cc2ccc3ccccc3c2Br)C1 (stereo unspecified)	0.9%	-0.9%
O=[N+]([O-])c1ccc(C=C2c3ccccc3-c3ccccc32)cc1	-0.1%	-5.5%
COc1cccc(C(NC(C)=O)c2nc(-c3cccc(C(C)C)c3)cs2)c1 (stereo unspecified)	-2.9%	0.0%
COc1ccc(OC)c(NC(=O)C2(C)CCN2C(=O)CCC2CCCC2)c1 (stereo unspecified)	1.4%	-1.4%
CCOC(=O)C1(C)CCCN(C(=O)c2ccc(-c3ccccc3)cc2)C1 (stereo unspecified)	-3.5%	-2.8%
CCCCNC(=O)C1(C)CCN1C(=O)CSc1ccccc1 (stereo unspecified)	0.9%	-2.3%
CCN1CCN(c2ccc(/C=C/c3ccnc4ccccc34)cc2)CC1	1.8%	-1.9%
O=C(Nc1ccc2c(c1)OCO2)c1ccc2sc([C@H]3C[C@H](O)[C@@H](CO)O3)nc2c1	1.4%	-0.9%
COC(=O)c1ccc2nc(-c3cccc(Br)c3)c(Cc3ccc(OC)cc3C)n2c1	-8.1%	-1.5%
O=C(c1[nH]c(C(F)(F)F)nc1-c1ccccc1)N1CCN(c2ncccc2C(F)(F)F)CC1	-31.5%	-0.5%
CCc1nc2c(OCc3ccccc3C)cccn2c1N(C)C(=O)CC(C)C	-6.6%	-3.7%
CCCCN(C=O)c1c(CC)nc2c(OCC(=O)c3ccc(F)cc3)cccn12	-1.3%	-1.8%
CCOC(=O)C1=CCC2C(=O)N(Cc3ccccc3)C(=O)C12 (stereo unspecified)	-3.1%	-4.4%
CC(C)(C)n1ncc2c(=O)n(Cc3cccc(OC(F)F)c3)cnc21	1.9%	-0.5%
COc1ccc(C=C2SC(=S)N(CCCC(=O)Nc3ccc(C(=O)O)c(O)c3)C2=O)cc1OC	-6.1%	-5.7%
CC(=O)NC(c1ccccc1)c1nc(-c2cccc(F)c2)cs1 (stereo unspecified)	0.4%	0.1%
COc1cc(-c2c(-c3ccc4c(c3)OCO4)noc2-c2ccsc2)cc(OC)c1OC	-0.7%	0.8%
CC(C)CCN1CCC(CN2C(=O)C(=O)NC[C@@H]2CC(C)C)CC1	0.4%	-2.7%
O=C(NC(c1ccc(-c2ccccc2)cc1)c1cnccn1)C1CCN(CCN2C(=O)c3ccccc3C2=O)CC1 (stereo unspecified)	-1.4%	-2.4%
CC1(C(=O)NS(=O)(=O)c2ccc(C#N)cc2)CCN1C(=O)c1cccc(F)c1 (stereo unspecified)	0.1%	-3.4%
C[C@H]1CN([C@@H](C)CO)C(=O)CCCn2nncc2CO[C@H]1CN(C)C(=O)Nc1cccc2ccccc12	-1.7%	1.0%
CCCS(=O)(=O)NC(=O)C1(C)CCN(C(=O)c2ccnc(Cl)c2)C1 (stereo unspecified)	-0.4%	-1.2%

A portion taken from the entries so far, as a working copy:
SMILES	Vif-A3G inh	Glioma ERSR ind
CCCCN(C=O)c1c(CC)nc2c(OCC(=O)c3ccc(F)cc3)cccn12	-1.3%	-1.8%
CCOC(=O)C1=CCC2C(=O)N(Cc3ccccc3)C(=O)C12 (stereo unspecified)	-3.1%	-4.4%
CC(C)(C)n1ncc2c(=O)n(Cc3cccc(OC(F)F)c3)cnc21	1.9%	-0.5%
COc1ccc(C=C2SC(=S)N(CCCC(=O)Nc3ccc(C(=O)O)c(O)c3)C2=O)cc1OC	-6.1%	-5.7%

More records:
SMILES	Vif-A3G inh	Glioma ERSR ind
CCc1nc2ccc(C(=O)NCCc3ccccn3)cn2c1N(C)Cc1cccs1	-11.5%	-2.9%
OC[C@@H]1CN(Cc2ccc(-c3ccccc3)cc2)C[C@H](n2cnc3c(Nc4ccccc4)ncnc32)O1	2.8%	-3.0%
Cc1cc([N+](C)(C)C)cc(C)c1/C=C/c1ccnc2ccccc12	6.3%	-4.0%
Cc1ccc(S(=O)(=O)N2CCN(S(=O)(=O)c3ccc4c(c3)OCCCO4)CC2)cc1	5.0%	-3.5%
CN(Cc1ccccc1)c1cc2c(c3c1ccn3C)C1CCC2C1 (stereo unspecified)	-8.7%	-1.3%
COc1cccc(C(c2nnnn2C(C)(C)C)N2CCN(C/C=C/c3ccccc3)CC2)c1OC (stereo unspecified)	-4.1%	0.9%
Cc1nn(C)c(Cl)c1S(=O)(=O)N(Cc1ccco1)c1ncnc2nc[nH]c12	1.6%	-2.4%
COc1cc(CN2C[C@@H](CO)O[C@@H](n3cnc4c(N5CCOCC5)ncnc43)C2)cc(OC)c1OC	-8.5%	-1.6%
O=C(NCc1cccnc1)c1cc(C2CCCN(S(=O)(=O)c3ccccc3)C2)on1 (stereo unspecified)	3.2%	0.5%
OC(c1ccc(CN2CCCCC2)cc1)c1ncc(-c2ccccc2F)[nH]1 (stereo unspecified)	-2.5%	1.5%
Cn1c(NCc2ccccc2F)nc2cc(-c3cccc(Cl)c3)sc2c1=O	-0.6%	0.1%
CC(C)C[C@H]1CNC(=S)N1C[C@H]1CCCN1C[C@H](Cc1ccc(O)cc1)N1C[C@H](Cc2ccc(O)cc2)N(CCc2ccccc2)C1=S	-23.9%	-6.2%
COCCNc1nc(Nc2ccc(C)cc2C)c2sccc2n1	u	0.3%
CN(C)c1ccc(/C=C/c2ccnc3ccc([N+](=O)[O-])cc23)cc1	1.4%	-4.3%
COc1cc(OC)nc(C(NC(=O)C2CCN(Cc3ccc(N(C)C)cc3)CC2)c2ccc(F)cc2)n1 (stereo unspecified)	0.6%	0.7%
Cc1ccsc1C(=O)N1CCC1(C)C(=O)NCCC#N (stereo unspecified)	3.4%	-1.0%
COc1cccc(C(O)c2ncc(-c3ccc4ccccc4c3)[nH]2)c1 (stereo unspecified)	-4.2%	1.6%
CC(=O)N(O)c1ccc(/C=C2\C=Cc3ccccc32)cc1	-9.4%	-1.7%
N#Cc1nc(N2CCCCC2)nc(N(c2ccccc2)c2ccccc2)n1	0.6%	-1.6%
CC(=O)Nc1c(C#N)c(-c2ccccc2)c(C#N)c(=O)n1-c1ccc(C)cc1	-3.6%	-4.1%
CC(=O)NC(c1cccc(F)c1)c1nc(/C=C/c2ccccc2)cs1 (stereo unspecified)	-10.2%	3.6%
CC(=O)OC[C@@H]1CN(Cc2ccccc2)C[C@H](n2cnc3c(NC4CCC4)ncnc32)O1	-3.4%	-2.4%
CC1(C)OC(=O)C2(Cc3ccc(Br)cc3N3CCCCC32)C(=O)O1 (stereo unspecified)	-1.3%	-2.6%
CCOc1cc(C2Nc3ccccc3C(=O)N2Cc2ccco2)ccc1O (stereo unspecified)	-5.0%	-3.2%

Quoted at random: 4 compounds from above.
SMILES	Vif-A3G inh	Glioma ERSR ind
COC(=O)c1ccc2nc(-c3cccc(Br)c3)c(Cc3ccc(OC)cc3C)n2c1	-8.1%	-1.5%
Cn1c(NCc2ccccc2F)nc2cc(-c3cccc(Cl)c3)sc2c1=O	-0.6%	0.1%
C[C@H]1CN([C@@H](C)CO)C(=O)CCCn2nncc2CO[C@H]1CN(C)C(=O)Nc1cccc2ccccc12	-1.7%	1.0%
CC(=O)NC(c1cccc(F)c1)c1nc(/C=C/c2ccccc2)cs1 (stereo unspecified)	-10.2%	3.6%

Going on with the list:
SMILES	Vif-A3G inh	Glioma ERSR ind
CCc1nc2ccc(C(=O)Nc3ccc4c(c3)OCC(=O)N4)cn2c1N(CC)CCOC	-3.9%	0.7%
CN(C)c1cccc(Nc2ccc(-c3ccc(OC(F)(F)F)cc3)cn2)c1	-1.1%	-1.5%
CCn1c(SC(C)C(=O)NCc2ccco2)nnc1-c1ccccc1 (stereo unspecified)	0.9%	-3.7%
Nc1ccc(/C=C/c2nc3ccccc3s2)cc1	-1.4%	2.3%
CC1(C(=O)NS(=O)(=O)c2cccc(C#N)c2)CCN1C(=O)CC1CCCC1 (stereo unspecified)	-3.2%	-2.5%
CCOC(=O)C1CCCN(C(=O)c2ccc(-c3ccccc3)cc2)CC1 (stereo unspecified)	-0.7%	-1.8%
COc1cc(OC)c2c(c1)C(=O)OC2c1cc(OC)c(OC)cc1C (stereo unspecified)	-1.6%	-2.2%
C=C(c1nc2ccccc2s1)C1Cc2cccc3c2N(CCC3)C1 (stereo unspecified)	10.8%	-8.7%
CCN(CC)CCN(CC)c1ccc(/C=C/c2ccnc3ccccc23)cc1	-12.3%	-1.3%

Some of the compounds tested; rates above refer to the full screens.
